HSP90 refold inh – HSP90 inhibitors, primary screen, cell lysate, luminescence; Heat shock protein HSP 90 (rabbit reticulocyte lysate; luciferase refolding); Rabbit reticulocyte lysate, luciferase refolding luminescence, 3 h; inhibition, % at 5.6 µM; 290,000 tested, 0.91% active; AID 1789, 2009;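 active means inhibition above the screen-wide mean plus 3 SD, computed separately per campaign, cut at about 16% in these data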;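 further: 0% = DMSO wells and 100% = 60 µM geldanamycin wells; inhibitors lower the luminescence because luciferase stays unfolded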
HSF1 activator – HSF-1 activators, primary screen, NIH3T3-HGL cells, MG132 stress, luminescence, single point. NIH3T3-HGL HSF-1 luciferase reporter, 8 h; 100% = twice DMSO control signal. 300,000 tested, 1.7% active. AID 504408, 2011. activation, % at 9 µM;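 active means mean replicate activation of at least 50% with a set share of replicates each reaching 50%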;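 further: 0% = median of the neutral control wells and 100% = twice that signal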
DYRK1A inh – rat Dyrk1A kinase inhibitors, primary screen, biochemical, single point, plate reader | Dual specificity tyrosine-phosphorylation-regulated kinase 1A (Rattus norvegicus), Q63470 | ADP-Glo luminescence, NFATc1 peptide | inhibition, % at 12.5 µM | 310,000 tested, 0.43% active | AID 504441, 2011; in the data active means inhibition above about 50%;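 further: plate controls were vehicle with enzyme for no effect and no enzyme for full effect; many of its hits are not listed in these tables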
IEC-6 tox – cytotoxicity in IEC-6 intestinal epithelial cells, primary screen, cytotoxicity control for KLF5 inhibitor project, cell-based, luminescence; IEC-6 cytotoxicity, luminescence viability; inhibition, % at 5 µM; 290,000 tested, 0.78% active; in the data active means inhibition above about 22%;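 further: 0% = plate median of test compound wells and 100% = cytotoxic reference compound wells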
GSK3A inh – blockers of GSK3A enzyme activity – biochemical, luminescence, cell-free homogeneous, HTS, primary screen. Glycogen synthase kinase-3 alpha (Homo sapiens), P49840. GSK-3 alpha kinase, ADP-Glo luminescence, 60 min. inhibition, % at 10 µM. 320,000 tested, 0.1% active. AID 2650, 2010;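 in the data active means inhibition above about 50%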;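 further: GST-tagged GSK-3 alpha with peptide substrate and 25 µM ATP; 0% = DMSO neutral wells and 100% = GW8510 positive control wells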
Target sequence (P49840 whole entry, looked up): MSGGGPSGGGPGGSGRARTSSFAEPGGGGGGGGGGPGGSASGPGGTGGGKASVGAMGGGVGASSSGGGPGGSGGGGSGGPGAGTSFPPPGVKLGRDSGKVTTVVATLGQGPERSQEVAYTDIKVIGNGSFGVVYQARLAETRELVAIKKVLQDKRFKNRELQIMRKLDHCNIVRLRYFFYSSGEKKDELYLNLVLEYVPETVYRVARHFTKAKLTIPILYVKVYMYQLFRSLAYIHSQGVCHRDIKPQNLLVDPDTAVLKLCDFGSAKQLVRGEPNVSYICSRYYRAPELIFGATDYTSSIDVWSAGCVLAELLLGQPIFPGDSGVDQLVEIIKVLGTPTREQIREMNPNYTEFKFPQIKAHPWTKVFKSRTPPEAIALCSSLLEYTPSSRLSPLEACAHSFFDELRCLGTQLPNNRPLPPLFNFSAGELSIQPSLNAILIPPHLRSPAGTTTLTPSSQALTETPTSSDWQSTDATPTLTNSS
HSF1 inh – HSF1 inhibitors in luciferase reporter cells, primary screen, cell-based, NIH3T3, luminescence; 300,000 tested, 0.77% active; AID 2098, 2009; activity change, negative = inhibition, % at 7.5 µM (by protocol); NIH3T3-HGL HSE-luciferase, MG132-induced, luminescence 8 h; active compounds read low;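 active means more than half of replicate wells show activity change below -50%, luminescence cut by over half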;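 further: luciferase reports HSF-1 transcriptional activity via heat shock element; 0% = median of DMSO wells and -100% = zero luminescence signal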
Platelet DG rel – inhibitors of platelet dense granule secretion, primary screen, cell-based, MLPCN, human platelets; human platelet-rich plasma, SFLLRN dense granule ATP release, luminescence; inhibition, %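 (compounds screened at 7.5 µM in platelet-rich plasma)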; 300,000 tested, 0.22% active;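 active means mean replicate score, as percent of positive control, at or above 50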
KLF5 inh – KLF5 expression inhibitors, primary screen, DLD-1 cells, luminescence; DLD-1 KLF5 promoter-luciferase reporter; inhibition, % at 5 µM; 290,000 tested, 0.23% active; AID 1700, 2009;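 active means inhibition above a per-plate limit of that plate's mean compound inhibition plus 3 SD, cut at about 60% in these data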;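 further: 0% = DMSO wells and 100% = LY294002 at 200 µM; higher means less KLF5 promoter-driven luciferase light; inactives centre near -14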
aSyn 5UTR inh – MLPCN primary screen, SNCA 5' untranslated region; alpha-synuclein 5'UTR reporter, inhibitor activity; inhibition, % (tested at 7.5 µM); 300,000 tested, 0.82% active; in the data active means inhibition above about 60%;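 further: H4 neuroglioblastoma cells stably carrying SNCA 5'UTR luciferase fusion; 0% = DMSO wells and 100% = positive control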
GSK3B inh – human GSK3beta kinase inhibitors, primary screen, biochemical, cell-free homogeneous, HTS; Glycogen synthase kinase-3 beta (Homo sapiens), P49841; activity score (negative = inhibition), % at 10 µM; GST-GSK3beta kinase, ADP-Glo luminescence, 60 min; active compounds read low; 300,000 tested, 0.038% active; AID 2097, 2009;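 active means more than half of replicate wells score below -50%, meaning over 50% inhibition versus plate controls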;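 further: 0% = median DMSO wells and -100% = median GW8510 positive control wells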
Target sequence (P49841 whole entry, looked up): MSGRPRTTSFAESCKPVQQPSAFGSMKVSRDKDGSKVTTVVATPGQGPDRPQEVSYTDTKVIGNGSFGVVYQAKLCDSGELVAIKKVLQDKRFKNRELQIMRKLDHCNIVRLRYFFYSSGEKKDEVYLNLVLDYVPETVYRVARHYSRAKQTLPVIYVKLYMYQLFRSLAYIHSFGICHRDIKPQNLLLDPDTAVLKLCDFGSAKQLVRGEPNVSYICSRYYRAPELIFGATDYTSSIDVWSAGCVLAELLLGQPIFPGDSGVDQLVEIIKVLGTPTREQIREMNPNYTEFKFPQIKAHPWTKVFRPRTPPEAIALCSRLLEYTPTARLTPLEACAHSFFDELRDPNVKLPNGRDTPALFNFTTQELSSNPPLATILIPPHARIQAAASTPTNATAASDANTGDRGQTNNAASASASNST
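Assay system: GST-fused GSK3beta enzyme, cell-free / Medium: Tris pH 7.5 buffer with MgCl2, DTT, BSA, heparin / Also added: peptide substrate plus 25 µM ATP (final) / Compound: 10 µM single point / Timing: kinase reaction with compound 60 min at room temperature / Detection: ADP-Glo luminescence / Benchmarks: DMSO neutral wells and GW8510 at 20 µM as positive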
Starred values were filed as active, the others as inactive; x = no result given.

SMILES	HSP90 refold inh	HSF1 activator	DYRK1A inh	IEC-6 tox	GSK3A inh	HSF1 inh	Platelet DG rel	KLF5 inh	aSyn 5UTR inh	GSK3B inh
COc1ccc(NC(=O)C2CCCN2S(=O)(=O)c2ccc3c(c2)CCC(=O)N3)cc1Cl (centres undefined)	-8	x	5	-6	0	x	x	-3	x	x
COc1cc(C(=O)Nc2scc(-c3ccc(Br)cc3)c2C(=O)O)cc(OC)c1OC	-5	2	-2	1	-6	-6	-7	7	4	0
Cc1cc(=O)n2nc(N3CCCC(C(=O)NCc4ccc(Cl)cc4)C3)sc2n1 (centres undefined)	-2	-29	1	1	-1	-9	1	-39	-19	x
COc1ccc(/C=N/n2cnc3scc(-c4cccs4)c3c2=O)cc1OC	-2	14	12	-10	-2	7	-2	2	22	1
COC(=O)Nc1ccc2c(c1)Nc1ccccc1CC2	-1	0	-5	-6	-1	-6	-6	-37	-60	2
COC(=O)c1ccccc1NC(=O)C1CCN(S(C)(=O)=O)CC1	3	-9	-11	-3	1	-6	-1	-1	15	0
CCOC(=O)c1c(C)nc2ccc(C)cn12	0	-16	5	-2	-3	0	-5	-68	23	2
CCCC[N+](C)(C)CCC(=O)NC(C)(C)CS(=O)(=O)[O-]	9	-13	0	0	-2	-4	-19	3	26	0
CCOC(=O)c1sc2nc3n(c(=O)c2c1C)CCC(C)CC3 (centres undefined)	4	-31	-2	-1	0	-15	8	-12	-58	1
Cc1noc2ncnc(N3CCN(c4ccc(F)cc4)CC3)c12	-2	7	0	-2	-1	-8	-2	-11	16	3
Cc1nn(-c2ccc(F)cc2)c2sc(C(=O)O)cc12	-1	8	20	3	6	2	-3	-1	-8	0
CC(C)c1ccc(C2N3CC4([N+](=O)[O-])CN2CC([N+](=O)[O-])(C3)C4(C)C)cc1 (centres undefined)	-2	9	-1	-2	-4	6	-3	-35	-26	-3
CCOC(=O)C1=C(N)Oc2c(oc(CO)cc2=O)C1c1ccc(F)cc1 (centres undefined)	4	-5	14	-4	2	0	-9	0	10	-6
Fc1ccc(C(c2nnnn2CCc2ccccc2)N2CCCc3ccccc32)cc1 (centres undefined)	4	-1	-3	0	-1	9	0	-7	22	2
CCn1c(COc2ccc(=O)n(-c3ccccc3)n2)nnc1SCc1cccc(OC)c1	1	24	0	-1	-3	-2	3	-37	4	1
COc1ccc(-c2cnn3c(N)c(S(=O)(=O)c4ccccc4)cnc23)cc1	0	32	-2	6	1	0	-4	25	11	2
CC(NC(=O)C(C(=O)c1cccc([N+](=O)[O-])c1)n1cc(Cl)ccc1=O)c1ccccc1 (centres undefined)	-7	2	1	-4	-4	-3	-1	11	0	3
COCCCN1C(=O)c2ccc(C(=O)N3CCN(c4ccc(OC)cc4)CC3)cc2C1=O	2	-6	-8	-1	-2	2	0	-13	6	1
CSc1sc(-c2nnc(SCC(=O)Nc3ccccc3)n2C)c2c1C=CCC2	5	47	x	2	-1	21	-2	5	29	2
Cc1ccc2c(Cl)cc(Cl)c(OCc3c(C)noc3C)c2n1	-1	13	-1	3	-1	6	-3	-10	21	1
NS(=O)(=O)c1ccc(NC(=O)/C=C/c2ccco2)cc1	0	-7	-1	-6	-4	0	6	-47	-49	-3
Cn1c(=O)c2c(ncn2CC(=O)OCc2ccccc2)n(C)c1=O	-2	-36	5	-1	0	-12	-2	3	-4	-5
O=C(Cn1ccc([N+](=O)[O-])n1)NCc1nc2ccccc2[nH]1	0	-8	x	2	-1	2	-1	6	6	4
CC(C)CCOc1ccc(NC(=O)C2OC3OC(C)(C)OC3C3OC(C)(C)OC23)cc1 (centres undefined)	-2	-3	-2	0	-1	-7	-1	-14	-13	0
O=C(Nc1ccc(O)c2c(=O)cc(-c3ccccc3Cl)oc12)c1ccccc1Cl	1	-3	22	3	1	2	1	-7	-24	-1
SMILES	HSP90 refold inh	HSF1 activator	DYRK1A inh	IEC-6 tox	GSK3A inh	HSF1 inh	Platelet DG rel	KLF5 inh	aSyn 5UTR inh	GSK3B inh
CCOC(=O)C(C(=O)NCC1CCCO1)C1CCCCC1 (centres undefined)	2	30	5	6	-4	8	1	-26	12	-6
CS(=O)(=O)N(CC(=O)O)c1cccc(Cl)c1	-1	-12	4	-5	0	-8	-6	-30	1	2
Cc1ccc(-c2nnc(-c3cccc(NC(=O)c4cccs4)c3)o2)cc1	-5	-9	20	4	1	-5	11	-16	-94	2
COc1cc(C(=O)OCc2ccc([N+](=O)[O-])cc2)cc(OC)c1OC	-3	12	-7	0	-1	0	7	-16	9	2
COc1ccc(CN(Cc2cc3ccc(C)cc3[nH]c2=O)Cc2nnnn2C2CCCC2)cc1	x	1	-5	x	-3	5	-25	x	18	3
Cc1ccc(CN2C(=O)N/C(=C\c3ccc(-c4ccc(C(=O)O)cc4C)o3)C2=O)cc1	5	x	14	-6	1	x	x	1	x	x
Cc1cc(NC(=O)CCC(=O)N(CC(=O)NC2CCCC2)c2ccc(F)cc2)no1	-1	11	-6	-6	0	-1	9	-25	17	-1
CCc1ccc(/C=N/NC(=O)c2c[nH]c3ccccc23)s1	-1	58*	-6	0	0	25	2	-26	-132	-2
COc1ccc(NC(=O)c2cc3ccccc3o2)cn1	-6	-9	6	-1	-4	5	3	-135	-216	-2
CCCCc1c(C)nn(-c2nnc3c4ccccc4n(CC)c3n2)c1C	-5	4	2	-2	0	-8	1	-45	9	2
CCCCN(C(=O)c1ccc2c(c1)OCO2)c1c(N)n(CCCC)c(=O)[nH]c1=O	x	-3	0	x	-3	0	x	x	-1	-5
COc1ccc(C2=Nc3cc(C)ccc3OC2)cc1	13	-10	2	-1	-3	-10	-33	-219	29	-3
C/C(N=Nc1nc2ccccc2s1)=N\Nc1ccccc1O	4	-38	8	10	1	-22	1	5	-1	-1
CN(C1CCS(=O)(=O)C1)S(=O)(=O)c1ccc(C2CCCCC2)cc1 (centres undefined)	8	-2	-11	4	3	-4	9	0	-24	0
O=C(CN1C2=NCCCN2c2ccccc21)c1ccc2c(c1)OCO2	-4	-2	-5	-4	-1	3	-8	-2	26	3
CN1CCN(C(=O)/C(=C\c2ccc3c(c2)OCO3)NC(=O)c2cccs2)CC1	-6	-3	-1	9	-2	0	11	7	-4	2
CC(c1ccccc1)N1CCn2c(nc3cc(NC(=O)c4cccs4)ccc32)C1 (centres undefined)	-4	15	-9	4	-1	14	-3	-80	-40	0
Cc1cccc(C)c1NC(=O)CNC(=O)CCCc1c[nH]c2ccccc12	x	-16	3	x	-1	4	14	x	3	2
CC1CCC(C(C)C)C(OCC(O)CNC(C)C)C1 (centres undefined)	-4	8	-3	-6	-1	-3	1	-8	15	-7
Cc1ncsc1C(=O)O	1	-9	x	-1	-1	-6	0	-28	-4	0
Cc1ccccc1C(=O)NC(CC(C)C)C(=O)N1CCN(c2ccccc2)CC1 (centres undefined)	-3	13	-4	-8	-3	1	-4	-2	12	-2
CCN(C(=O)c1ccc(Cl)c([N+](=O)[O-])c1)c1ccccc1	-1	6	x	-9	-1	-4	2	-7	-25	x
O=C(Nc1ccccc1N1CCOCC1)c1ccc(Cl)nc1	-5	7	8	-2	0	2	-8	8	-2	-3
CCCCn1c2ccc(F)cc2c2nnc(NN)nc21	-1	-30	4	-1	3	-11	4	-11	5	2
Cc1cc(NS(=O)(=O)c2ccc(NC(=S)NC(=O)/C=C/c3ccccc3)cc2)no1	-3	-41	-3	3	-3	-23	-12	-25	8	4
NC(=O)N/N=C1\CCS(=O)(=O)c2ccc(F)cc21	-3	11	-3	-4	-1	-3	12	-2	13	2
CC(CC(=O)N1CCN(S(=O)(=O)c2ccccc2)CC1)n1cncn1 (centres undefined)	2	-28	-3	4	-2	-16	-3	-28	0	0
COC(=O)CN(C(=S)Nc1ccc(F)cc1)C1CC(=O)N(c2ccccc2)C1=O (centres undefined)	-1	-2	0	-15	3	-3	5	-23	5	0

Ordered by length of the SMILES (falling): some entries from above.
SMILES	HSP90 refold inh	HSF1 activator	DYRK1A inh	IEC-6 tox	GSK3A inh	HSF1 inh	Platelet DG rel	KLF5 inh	aSyn 5UTR inh	GSK3B inh
Cc1ccc(CN2C(=O)N/C(=C\c3ccc(-c4ccc(C(=O)O)cc4C)o3)C2=O)cc1	5	x	14	-6	1	x	x	1	x	x
Cc1cc(NS(=O)(=O)c2ccc(NC(=S)NC(=O)/C=C/c3ccccc3)cc2)no1	-3	-41	-3	3	-3	-23	-12	-25	8	4
COc1ccc(CN(Cc2cc3ccc(C)cc3[nH]c2=O)Cc2nnnn2C2CCCC2)cc1	x	1	-5	x	-3	5	-25	x	18	3
CCCCN(C(=O)c1ccc2c(c1)OCO2)c1c(N)n(CCCC)c(=O)[nH]c1=O	x	-3	0	x	-3	0	x	x	-1	-5
Cc1cc(NC(=O)CCC(=O)N(CC(=O)NC2CCCC2)c2ccc(F)cc2)no1	-1	11	-6	-6	0	-1	9	-25	17	-1
CC(c1ccccc1)N1CCn2c(nc3cc(NC(=O)c4cccs4)ccc32)C1 (centres undefined)	-4	15	-9	4	-1	14	-3	-80	-40	0
Cc1ccccc1C(=O)NC(CC(C)C)C(=O)N1CCN(c2ccccc2)CC1 (centres undefined)	-3	13	-4	-8	-3	1	-4	-2	12	-2
Cc1ccc(-c2nnc(-c3cccc(NC(=O)c4cccs4)c3)o2)cc1	-5	-9	20	4	1	-5	11	-16	-94	2
CC(CC(=O)N1CCN(S(=O)(=O)c2ccccc2)CC1)n1cncn1 (centres undefined)	2	-28	-3	4	-2	-16	-3	-28	0	0
CCCCc1c(C)nn(-c2nnc3c4ccccc4n(CC)c3n2)c1C	-5	4	2	-2	0	-8	1	-45	9	2
O=C(Nc1ccccc1N1CCOCC1)c1ccc(Cl)nc1	-5	7	8	-2	0	2	-8	8	-2	-3
CCOC(=O)C(C(=O)NCC1CCCO1)C1CCCCC1 (centres undefined)	2	30	5	6	-4	8	1	-26	12	-6
CS(=O)(=O)N(CC(=O)O)c1cccc(Cl)c1	-1	-12	4	-5	0	-8	-6	-30	1	2
COc1ccc(NC(=O)c2cc3ccccc3o2)cn1	-6	-9	6	-1	-4	5	3	-135	-216	-2
COc1ccc(C2=Nc3cc(C)ccc3OC2)cc1	13	-10	2	-1	-3	-10	-33	-219	29	-3

Compound activity from PubChem BioAssay.

This is a subset, so the mix of outcomes need not match the whole.
